Screening data from PubChem BioAssay.
NR2E3 ag-1: NR2E3 agonists in two-hybrid cells, primary screen, cell-based, luminescence, CHO-S, Gal4-NCOR/VP16-NR2E3; Photoreceptor-specific nuclear receptor (Homo sapiens), Q9Y5X4; luciferase; inhibition of corepressor binding, % at 3.98 µM; 0.35% of 360,000 active; AID 602229, 2012;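 active = inhibition above the mean of all tested compounds plus 3 SD, cut at about 70% in these data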;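 note: 0% = DMSO with NR2E3 transfected cells and 100% = cells lacking NR2E3 construct; higher means lower luciferase signal from less NR2E3 corepressor binding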
Target sequence (Q9Y5X4 whole entry, looked up, the tested form may be a part): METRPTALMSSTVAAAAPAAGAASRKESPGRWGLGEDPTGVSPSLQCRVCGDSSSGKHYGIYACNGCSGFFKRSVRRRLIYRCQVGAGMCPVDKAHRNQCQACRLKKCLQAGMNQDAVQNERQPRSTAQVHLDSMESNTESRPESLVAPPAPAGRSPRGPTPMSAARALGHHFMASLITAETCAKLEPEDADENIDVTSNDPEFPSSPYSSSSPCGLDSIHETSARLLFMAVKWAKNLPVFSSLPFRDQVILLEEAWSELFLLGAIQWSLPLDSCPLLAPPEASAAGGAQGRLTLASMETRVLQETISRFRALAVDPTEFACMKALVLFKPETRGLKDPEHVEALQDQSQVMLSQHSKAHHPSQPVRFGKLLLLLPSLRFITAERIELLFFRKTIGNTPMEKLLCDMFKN
Vif imaging: HIV Vif self-association inhibitors, primary screen, imaging, HEK293T, single point; HEK293T cells, Vif self-association by quenched fluorescence, 24 h; inhibition, % at 7.49 µM; 0.35% of 340,000 active; AID 602346, 2012; in the data active = inhibition above about 50%, passing the limit was not always enough; note: some results filed as inactive read as strong as hits
aDG glyco act: activators of alpha-DG glycosylation, primary screen, uHTS, Pro5-aDG cells, AlphaScreen; alpha-DG glycosylation AlphaScreen (IIH6); 0% Pro5, 100% B10-LARGE cell signal; activation, % at 10 µM; 0.22% of 360,000 active;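 active = activation of at least 8% versus controls, or a plate z-score of at least 8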;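 note: Pro5 are CHO cells carrying HIG-tagged alpha-DG that lacks glycosylation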
HIF-2a inh: HIF-2a reporter inhibitors, primary screen, luminescence, 786-0 RCC cells. 786-0 RCC cells HIF-2a reporter, luciferase luminescence, overnight. inhibition, % at 18.8 µM. 0.72% of 360,000 active;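 active = inhibition of the luminescence signal of 40% or more relative to plate controls, in a single-dose primary screen at 18.75 µM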
Granule exo inh: LAMP-1 surface exposure blockers, TALL-104 cells – cell-based, flow cytometry, MLPCN library, primary screen | TALL-104 LAMP-1 surface exposure; cells stimulated with thapsigargin and PMA | inhibition, % at 10 µM | 0.66% of 360,000 active | AID 651702, 2012;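 active = inhibition above about 55%, limit read from the data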
hiPSC survival: enhancers of single-cell hiPSC survival, primary screen, ATPlite luminescence; 0.044% of 360,000 active; survival enhancement, % at 20 µM; 100% = ROCK inhibitor wells, 0% = DMSO; in the data active = survival enhancement above about 18%;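 note: cells exposed to compounds for 16 hours before the ATP read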
NR2E3 ag-2: inhibitors of NR2E3-RetCOR corepressor binding, primary screen, NR2E3 agonist project, biochemical, TR-FRET, GST-NR2E3, biotin-RetCOR; 1536-well; AID 2300, 2010; 0.12% of 320,000 active; inhibition of corepressor binding, % at 4.78 µM;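 active = percent inhibition above the cutoff of mean plus 3 SD of all tested compounds, set per screening campaign, cut at about 20% in these data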;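 note: 0% = DMSO wells and 100% = biotin wells as full block of FRET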
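Format: 1536-well format; test system: GST-NR2E3 and biotin-RetCOR proteins; read-out basis: percent inhibition of TR-FRET ratio; timing: 5 h incubation at 4 °C; detection: time-resolved FRET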
Peg3 prom inh: Peg3 promoter-driven luciferase inhibitors, primary screen, cell-based, HeLa, luciferase luminescence | HeLa PEG-Prom luciferase reporter, overnight | inhibition, % at 20 µM | 1.7% of 360,000 active | AID 588405, 2011;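 active = inhibition of at least 50% at 20 µM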
MITF TRPM1 inh: inhibitors of MITF-dependent TRPM1 promoter reporter, primary screen, cell-based, SK-MEL-5, single point, luciferase | inhibition, % at 12.5 µM | AID 488899, 2010 | 0.83% of 330,000 active | SK-MEL-5 TRPM1 promoter luciferase, 24 h;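 active = mean inhibition across replicates of 60% or more, whatever share of single replicates reaches that level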; note: values of inactives mirror those of a sister screen read the other way
CaV13 FRET inh: Primary screen for inhibitors of IQ motif and Ca2+-dependent inactivation inhibitor domain binding in CACNA1D, Förster resonance energy transfer in living cells, …; 0.098% of 340,000 active; HEK cells, CFP/YFP FRET ICDI-IQ, plate reader, 10 min; percent FRET-ratio fall versus neutral wells; inhibition, % at 12.3 µM;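 active = mean replicate inhibition of at least 30% and at least 1% of replicates passing that level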;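 note: 0% = median of the neutral control wells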
PDI turbidity: inhibitors of human PDI, primary screen, biochemical, turbidity, single point, plate reader; Protein disulfide-isomerase (Homo sapiens), P07237; PDI insulin aggregation turbidity, A650, 90 min; inhibition, % at 10 µM; 0.052% of 350,000 active;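 active = mean inhibition across replicates of 30% or more, whatever share of single replicates reach that level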;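 note: absorbance from insulin aggregation driven by PDI reduction with DTT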
Target sequence (P07237 whole entry, looked up): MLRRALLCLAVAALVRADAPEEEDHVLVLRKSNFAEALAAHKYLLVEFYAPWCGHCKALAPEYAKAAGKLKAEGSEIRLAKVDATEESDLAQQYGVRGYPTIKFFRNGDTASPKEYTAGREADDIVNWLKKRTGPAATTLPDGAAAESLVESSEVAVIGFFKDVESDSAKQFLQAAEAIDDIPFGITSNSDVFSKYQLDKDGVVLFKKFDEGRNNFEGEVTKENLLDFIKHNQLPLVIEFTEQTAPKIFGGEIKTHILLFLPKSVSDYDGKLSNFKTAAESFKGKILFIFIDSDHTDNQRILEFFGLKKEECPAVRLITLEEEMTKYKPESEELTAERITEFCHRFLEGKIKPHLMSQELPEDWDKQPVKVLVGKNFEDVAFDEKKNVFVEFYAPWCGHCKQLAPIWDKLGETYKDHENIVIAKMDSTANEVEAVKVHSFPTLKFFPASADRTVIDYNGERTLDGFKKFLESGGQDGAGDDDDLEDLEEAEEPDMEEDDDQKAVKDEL
An asterisk follows results filed as active; nt = not tested or not shown.

SMILES	NR2E3 ag-1	Vif imaging	aDG glyco act	HIF-2a inh	Granule exo inh	hiPSC survival	NR2E3 ag-2	Peg3 prom inh	MITF TRPM1 inh	CaV13 FRET inh	PDI turbidity
C/C(=N\NC(=O)COc1ccccc1)c1cccs1	-44	18	-0.3	-156	-8	0.4	2	-150	-26	-15	5
O=C(NCc1ccco1)c1cc(S(=O)(=O)N2CCOCC2)c(Cl)cc1Cl	-10	nt	-0.1	12	3	-0.8	nt	3	3	-7	-2
COC(=O)[C@]12CCCCC=C1N(Cc1ccccc1)C(=O)[C@H](CC(=O)NCc1cccc(C(F)(F)F)c1)C2	-17	nt	-0.1	2	3	-0.4	nt	nt	nt	-7	nt
Cc1ccccc1-n1c(C)cc(/C=N/NC(=O)c2ccncc2)c1C	20	nt	0.1	-211	-3	-0.8	0	-57	-9	-4	4
C/C(N)=C(/C#N)C(=O)COC(=O)c1ccccc1Oc1ccccc1	-10	-2	-0.1	16	-2	1.9	2	26	-19	-6	0
CCOc1cc(C#N)c(NC(=O)CSc2nnnn2-c2ccc(OC)cc2)cc1OCC	-9	17	0.0	22	-3	-1.8	1	25	14	-5	-3
COC(=O)c1ccc(C2C(C(=O)c3ccco3)=C(O)C(=O)N2CC2CCCO2)cc1 (configuration not stated)	-11	13	-0.1	1	5	0.5	5	20	-14	-4	2
CCCN(CC(=O)Nc1ccccc1C)C(=O)c1ccc2c(c1)OCO2	-24	-8	0.2	2	4	2.8	5	2	9	-14	0
N#Cc1cc(-c2ccccc2)nnc1Oc1ccccc1	3	-5	0.1	-15	0	9.5	2	3	-4	nt	-1
O=C(CNC(=O)C12CC3CC(CC(C3)C1)C2)NCc1ccccc1	-10	-7	0.1	7	-1	0.1	6	0	15	-6	15
Cc1cc(C(=O)N2CCC2(C)C(=O)NS(=O)(=O)c2ccc(Cl)cc2)nn1C (configuration not stated)	-15	-13	0.0	2	10	0.2	nt	13	nt	-5	13
COCCn1nnnc1C(c1ccccc1)N1CCN(C(=O)c2ccco2)CC1 (configuration not stated)	3	-7	0.0	-3	6	-0.3	0	3	3	-6	-4
COCCN(C(=O)C1CC(=O)N(Cc2ccccc2)C1)c1nc(-c2ccc([N+](=O)[O-])cc2)cs1 (configuration not stated)	-4	-2	0.1	-7	2	-0.5	2	7	7	-20	-1
CCn1c(CSc2n[nH]c(N)n2)nc2cc(C(=O)O)ccc21	-13	3	-0.1	14	-3	-0.3	-3	6	4	-2	1
CCCC(=O)N1CCC1(C)C(=O)Nc1ncc(C(=O)OC)s1 (configuration not stated)	-21	4	-0.2	5	-2	2.6	nt	12	nt	-7	6
COc1ccccc1OCC(=O)Nc1cc(Cl)ccc1N1CCCCC1	-24	-7	0.2	9	11	-3.5	0	13	9	-5	16
Cc1cc(C)n(CC(=O)N2c3ccccc3Sc3ccccc32)n1	-9	2	0.1	-11	7	0.2	2	14	2	-4	2
COc1ccc(NC(=O)COC(=O)Cc2c[nH]c3ccccc23)cc1OC	9	-3	-0.4	6	-2	-0.3	5	0	8	-6	21
CCc1ccccc1NC(=O)COc1ccc(C(=S)N2CCCC2)cc1	-19	0	0.2	18	0	-0.8	2	25	0	2	11
Cc1nc(-c2coc3c(CN(C)C)c(O)ccc3c2=O)cs1	-8	-10	0.0	-4	1	5.7	1	-11	1	-8	-1

An excerpt from above in order of number of heavy atoms, low to high:
SMILES	NR2E3 ag-1	Vif imaging	aDG glyco act	HIF-2a inh	Granule exo inh	hiPSC survival	NR2E3 ag-2	Peg3 prom inh	MITF TRPM1 inh	CaV13 FRET inh	PDI turbidity
CCCC(=O)N1CCC1(C)C(=O)Nc1ncc(C(=O)OC)s1 (configuration not stated)	-21	4	-0.2	5	-2	2.6	nt	12	nt	-7	6
O=C(CNC(=O)C12CC3CC(CC(C3)C1)C2)NCc1ccccc1	-10	-7	0.1	7	-1	0.1	6	0	15	-6	15
O=C(NCc1ccco1)c1cc(S(=O)(=O)N2CCOCC2)c(Cl)cc1Cl	-10	nt	-0.1	12	3	-0.8	nt	3	3	-7	-2

Further entries.
SMILES	NR2E3 ag-1	Vif imaging	aDG glyco act	HIF-2a inh	Granule exo inh	hiPSC survival	NR2E3 ag-2	Peg3 prom inh	MITF TRPM1 inh	CaV13 FRET inh	PDI turbidity
COc1ccc(OC)c(-n2nnnc2SCC(=O)NCCc2ccccc2)c1	12	-3	0.0	-25	5	1.0	3	3	10	-10	-2
CCc1nnc(NS(=O)(=O)c2ccc(N/C=C\C(=O)c3cccc(OC)c3)cc2)s1	-72	-1	-0.3	-21	-4	2.8	-1	-15	-9	0	2
CC(C)N(CCO)C(=O)CCc1nnc(Cc2cccc(C(F)(F)F)c2)o1	-1	-3	0.1	-29	-3	3.4	0	-13	-4	-4	5
Cc1ccc(-c2cc(C(F)(F)F)n3ncc(C(=O)N4CCCc5ccccc54)c3n2)cc1	-10	3	-0.4	4	-6	-0.2	7	21	-2	-6	-2
C/C(=N\NC(=O)C1CCCN(S(=O)(=O)c2ccccc2)C1)c1cccnc1 (configuration not stated)	18	13	0.1	8	1	0.4	2	3	7	nt	0
CCCc1nc(Cl)c(C#N)c2c1CCCC2	26	-1	0.3	18	1	3.9	4	-6	-13	-18	-8
O=C(Nc1ccccc1N1CCCCC1)c1ccccc1F	9	-10	-0.1	3	0	7.8	-1	4	9	-5	-3
CCOc1ccc(S(=O)(=O)N2CCN(C(=O)c3cccn3C)CC2)cc1	-5	9	0.4	10	-1	0.1	1	17	-16	nt	-2
O=[N+]([O-])c1cccc(/C=C2\CCC(/C=N/Nc3ccc4ccccc4n3)=C2N2CCOCC2)c1	7	2	-0.3	3	3	4.5	-2	11	6	5	2
COc1cccc(C(=O)NC(=S)Nc2ccc3oc(=O)ccc3c2)c1	-1	-4	0.1	-34	2	2.7	-1	-21	-9	-5	0
C/C(=N\O)c1ccccc1C(=O)O	-24	-3	0.2	6	10	1.2	2	-2	5	nt	8
CCN1CCCSC1=S	10	-2	-0.3	6	-1	-3.6	nt	-4	nt	-5	-7
CC(=O)c1cccc(N=Nc2c(-c3ccccc3)[nH]n(-c3ccccc3)c2=O)c1	-30	-2	-0.2	4	1	-1.5	0	0	9	-5	6
Cc1cccc(-c2nnc(SCc3nc4ccccc4[nH]3)n2Cc2ccco2)c1	17	-14	0.2	13	2	-2.7	-2	16	17	-5	8
Cc1ccccc1CNC(=O)c1ccc2nc(N3CCOCC3)sc2c1	-46	-2	0.4	-26	2	0.6	0	-8	nt	-4	-20
O=C(CCNS(=O)(=O)c1ccccc1)N1CCCCCCC1	-26	-3	-0.1	-46	7	-0.6	0	-36	-14	-4	2
COc1ccc(OC)c(S(=O)(=O)N2CCCC2C(=O)N2CCc3ccccc3C2)c1 (configuration not stated)	-41	13	0.1	7	6	0.3	2	12	3	-4	-9
Cc1ccccc1OCCN(C#N)c1nc(N(C)C)nc(N(C)C)n1	-2	-1	0.2	2	14	-0.3	0	9	6	3	-2
N#Cc1c(NC(=O)CSc2n[nH]c(Cc3ccccc3)n2)oc(-c2ccccc2)c1-c1ccccc1	-31	-11	1.0	6	7	1.7	-2	25	-6	nt	2
Cc1cc(C(=O)N2CCN(c3ccccc3O)CC2)c(C)o1	-24	-3	0.1	-7	8	0.6	-1	1	-32	-5	9
CCOC(=O)C1=C[C@@H](C(C)C)N(S(=O)(=O)c2ccc(C)cc2)[C@H]1c1ccc(C(F)(F)F)cc1	-17	nt	0.0	2	-3	-2.1	nt	11	nt	-5	nt
COC(=O)[C@@H]1CCCN1C(=O)c1ccc(OC2CCN(Cc3ccccn3)CC2)cc1	7	5	-0.4	11	-2	-0.3	-1	13	15	-8	-7
Cc1cc(C(=O)Nc2cc(Br)ccc2O)on1	-13	-5	0.0	11	-22	-0.4	1	-6	2	-16	3
Cc1ccc(OCc2ccoc2C(=O)O)cc1C	-24	12	-0.1	-20	-2	-1.0	4	-5	7	-5	-2
CCOC(=O)CN1C(=O)S/C(=C\c2ccc3c(c2)OCO3)C1=O	-31	-3	-0.1	1	-3	0.5	1	-48	3	-19	1
Cc1cc(C)n(-c2ccc(C(=O)Nc3cccc(S(=O)(=O)N4CCCC4)c3)cc2)n1	-22	nt	4.4	4	-2	-0.1	2	7	13	10	-3
Cn1c(=O)c2c(ncn2CC(=O)OCC(=O)Nc2ccccc2)n(C)c1=O	-8	-5	-0.1	18	-1	0.3	6	3	6	0	-5
COCCOC(=O)/C=C1/NC(=O)CS1	7	9	0.2	9	-3	-2.6	-4	-2	2	-4	1
COc1ccc(S(=O)(=O)N2CCC(N3CCN(Cc4ccccc4)CC3)CC2)cc1	-1	-6	0.6	19	-1	-0.1	2	0	-12	-4	-15
O=C(CCN1CCN(c2ccccc2F)CC1)Nc1ccccc1F	-2	28	-0.1	-91	-1	-3.3	-4	-23	-15	-1	6
O=S(=O)(Nc1cccc(-c2nc3cccnc3s2)c1)c1cccs1	-37	11	-0.1	-152	2	-0.1	-1	-90	-4	5	-3
Cc1ccc(NC(=O)CCC(=O)c2ccc(F)cc2)cc1Cl	-16	-11	-0.1	-2	2	-2.2	0	0	-9	-5	-3
CC(=O)c1cccc(-c2ccnc3c2CC(C(=O)Nc2ccccc2)O3)c1 (configuration not stated)	-7	-9	0.6	-11	-2	-2.8	nt	10	nt	-12	-9
COc1ccc(CCCc2nnc(SCC(=O)Nc3ccc(OC)cc3)o2)cc1	-11	nt	-0.3	-9	4	-0.4	4	-13	-9	-7	-1
CS(=O)(=O)N(CC(=O)Nc1ccc(F)cc1)C1CCCCC1	-15	-4	0.0	12	-3	-0.4	-1	24	10	-3	-1
CCCOc1ccccc1C1NC(=O)NC(C)=C1C(=O)OCCOCC (configuration not stated)	10	13	-0.2	8	6	-1.8	3	-8	12	nt	-5
O=C(Nc1nc(C2C3CC4CC(C3)CC2C4)cs1)c1cc2cc([N+](=O)[O-])ccc2oc1=O (configuration not stated)	-16	1	0.5	-16	1	-1.5	2	-3	3	-5	2
NS(=O)(=O)c1cccc(NC(=O)Cn2nc(C(=O)O)c3ccccc3c2=O)c1	8	1	0.0	13	-10	0.0	0	-3	5	-3	3
CC1=NN(c2ccccc2)C(=O)C1CCC#N (configuration not stated)	-21	-2	0.1	8	17	0.1	nt	-17	nt	-6	-1
O=C(CCc1nc2ccccc2c(=O)[nH]1)Nc1cccc(S(=O)(=O)N2CCCCC2)c1	-16	nt	0.0	1	-2	0.3	4	14	8	-1	-7
COc1cc2c(cc1NC(=O)Nc1ccc(C)cc1)oc1ccccc12	-29	nt	-0.3	-117	0	-2.7	2	-68	-25	-4	-2
